# MsrA act: activates bovine MsrA enzyme; purified bovine MsrA, absorbance read-out; activation, % at 10.6 µM; 360,000 tested, 0.3% active; AID 602163; in the data active = activation above about 7.5%;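 note: 0% = vehicle and 100% = reference activator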
# Rin1-Abl PPI inh: human Rin1-Abl interaction inhibition | P00519+Q13671 | TR-FRET Rin1/Abl binding, biochemical | inhibition, % at 7.35 µM | 360,000 tested, 0.4% active | AID 588664; in the data active = inhibition above about 5%, passing the limit was not always enough
# eLon inh: inhibitors of E. coli Lon protease; inhibition, % at 7.94 µM; 360,000 tested, 0.42% active; purified E. coli Lon protease, fluorescence polarization; in the data active = inhibition above about 13%, passing the limit was not always enough;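 note: 0% = enzyme with probe and DMSO and 100% = no enzyme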
# FAS-TE inh: FAS thioesterase (human) inhibition; 360,000 tested, 0.67% active; inhibition, % at 15 µM; P49327; AID 602261; recombinant FAS-TE, OMFH fluorogenic substrate, fluorescence endpoint;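 active = compounds whose normalised, plate-corrected inhibition of enzyme fluorescence in the single-dose primary screen is 50% or more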;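 note: 0% = DMSO with enzyme and 100% = substrate without enzyme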
# SKN-1 inh: inhibitors of C. elegans SKN-1 | 360,000 tested, 0.49% active | C. elegans VP596 Pgst-4::GFP/RFP ratio, acrylamide-induced, 24 h | inhibition, % at 21.8 µM | AID 624304;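 active = interference check ratio from 0.5 to 1.5 plus GFP to RFP signal ratio inhibition reaching or exceeding a fixed threshold, cut at about 30% in these data, passing the limit was not always enough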; note: some compounds called inactive have numbers as strong as hits
# NRP1-CendR mod: modulators of CendR peptide binding to human neuropilin-1; 360,000 tested, 0.85% active; FAM-RPARPAR peptide binding to NRP-1, fluorescence polarization; inhibition, % at 25 µM;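 active = inhibition or corrected inhibition above about 18%, plus a signal ratio from 0.5 to 1.5, limit read from the data, passing the limit was not always enough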; note: strong numbers were not always called active
# Target sequence (O14786 whole entry, looked up): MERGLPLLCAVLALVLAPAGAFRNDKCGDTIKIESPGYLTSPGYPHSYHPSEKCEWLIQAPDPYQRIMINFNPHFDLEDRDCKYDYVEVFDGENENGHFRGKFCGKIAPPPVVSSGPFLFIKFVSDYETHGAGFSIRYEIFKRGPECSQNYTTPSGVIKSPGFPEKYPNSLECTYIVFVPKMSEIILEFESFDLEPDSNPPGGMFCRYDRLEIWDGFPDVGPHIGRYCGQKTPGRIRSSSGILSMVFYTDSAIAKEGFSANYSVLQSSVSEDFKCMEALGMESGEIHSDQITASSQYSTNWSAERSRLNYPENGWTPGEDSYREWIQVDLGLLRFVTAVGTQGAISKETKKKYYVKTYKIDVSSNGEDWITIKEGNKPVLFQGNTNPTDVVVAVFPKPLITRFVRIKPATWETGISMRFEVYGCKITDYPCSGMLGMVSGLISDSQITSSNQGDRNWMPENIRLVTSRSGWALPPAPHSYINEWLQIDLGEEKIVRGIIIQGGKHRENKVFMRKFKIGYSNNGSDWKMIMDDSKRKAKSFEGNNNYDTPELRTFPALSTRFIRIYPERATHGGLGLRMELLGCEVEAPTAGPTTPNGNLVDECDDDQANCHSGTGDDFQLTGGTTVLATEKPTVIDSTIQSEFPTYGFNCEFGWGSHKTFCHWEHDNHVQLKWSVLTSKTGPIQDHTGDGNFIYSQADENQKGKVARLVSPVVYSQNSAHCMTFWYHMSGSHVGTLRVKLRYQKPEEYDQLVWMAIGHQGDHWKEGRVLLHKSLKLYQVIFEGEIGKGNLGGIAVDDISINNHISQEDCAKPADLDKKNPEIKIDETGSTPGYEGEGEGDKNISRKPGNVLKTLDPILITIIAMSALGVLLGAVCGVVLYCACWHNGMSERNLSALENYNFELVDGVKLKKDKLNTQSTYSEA
# PABP1 MLLE inh: blocks PAM2 peptide binding to the PABP1 MLLE domain; P11940; GST-MLLE / FITC-PAM2 fluorescence polarization; inhibition, % at 20 µM; 360,000 tested, 0.36% active; in the data active = inhibition above about 35%, passing the limit was not always enough;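 note: plate controls were DMSO wells with GST-MLLE for no effect and wells lacking GST-MLLE protein for full effect; some results filed as inactive read as strong as hits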
# Neddyl block: inhibitors of human cullin neddylation; P61081+Q13564; TR-FRET cullin neddylation, biochemical; calls only at 25 µM; 360,000 tested, 0.58% active; AID 651699; in the data active = inhibition above about 36%
# MT1-MMP act inh: blocks activation of human MT1-MMP; AID 651647; GFP/RFP ratio change, % at 20 µM; HT1080 RFP-PRO-GFP cells, GFP/RFP ratio fluorescence, overnight; percent of plate control window, DMSO zero; 360,000 tested, 0.061% active; P50281;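 active = GFP/RFP ratio change of at least 30% with cell ATP level not reduced by more than half and red fluorescence within 50% of control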; note: strong numbers were not always called active
#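 Assay system: HT1080 RFP-PRO-GFP cells | Dosing: 20 µM single dose, 1% DMSO | Incubation: Cells overnight before dosing, compound overnight, 37 °C, 5% CO2 | Evaluation: GFP/RFP fluorescence ratio | Control set: DMSO-only wells and HT1080 RFP-L50D-GFP cell wells as references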
# * marks the source's active call; other numbers are inactive results; i = inactive; x = no result given.
SMILES,MsrA act,Rin1-Abl PPI inh,eLon inh,FAS-TE inh,SKN-1 inh,NRP1-CendR mod,PABP1 MLLE inh,Neddyl block,MT1-MMP act inh
CCOc1ccc(-n2c(=S)sc3c(=O)[nH]c(SCC(=O)NCC4CCCO4)nc32)cc1 (centres undefined),-8,3,1,-4,0,-3,-10,i,2
CCOC(=O)c1cc2c(=O)n3cccc(C)c3nc2n(Cc2ccco2)c1=NC(=O)c1cccnc1,-3,-6,5,0,13,-13,33,x,-19
O=C(NCCOCC(F)(F)C(F)F)c1cc(F)c(F)cc1Cl,-2,-1,1,-3,23,15,-12,i,3
CCOc1ccc(CNS(=O)(=O)c2ccc(-c3ccc(=O)[nH]n3)o2)cc1OC,-5,-1,4,-8,-10,1,-3,i,2
N/C(=N\OC(=O)N1c2ccccc2Sc2ccccc21)c1ccc(Br)cc1,-8,-1,-4,28,5,-12,-10,i,-3
O=C(COC(=O)COc1ccccc1)Nc1ccc(Cl)cn1,-3,-1,9,-6,25,5,10,i,-2
COc1ccc(Cl)cc1S(=O)(=O)N1CCCC1,-1,-3,1,-7,14,7,4,i,9
Cc1ccc(NC(=O)CCC(=O)NNC(=S)Nc2ccccc2)c(C)c1,-3,3,-11,-1,-10,-5,-3,i,1
O=C(Nc1ccc(F)cc1)C(NC1CCCCC1)c1ccccc1 (centres undefined),-2,-1,-5,2,4,-7,-2,i,4
Cc1ccc(CNC(=O)CNC(=O)[C@@H]2Cc3ccccc3CN2C(=O)OC(C)(C)C)cc1,1,1,2,-4,13,9,-5,i,-5
NC1=NN=C(N2N=C(c3ccco3)CC2(O)C(F)(F)F)n2ncnc2C1 (centres undefined),-10,0,6,-11,-2,0,4,i,0
CCn1ncc(S(=O)(=O)N2CCN(c3cccc(OC)c3)CC2)c1C,-4,1,-3,6,6,9,12,i,-1
CN(c1ccc(C(=O)N/N=C/c2cccc([N+](=O)[O-])c2)cc1)S(=O)(=O)c1ccccc1,-1,-1,0,14,6,-12,3,i,3
COc1ccc(OCC(=O)NNC(=O)C(=O)Nc2ccccc2)cc1,-4,1,1,-3,-7,-9,0,i,-1
O=C1N[C@H](Cc2ccccc2)COC(=O)[C@H](Cc2ccc(F)cc2)C/C=C\C[C@@H]1CC(=O)N(CCO)Cc1ccccc1,3,4,-8,22,-4,12,-2,i,-7
CC(C)[C@H](NC(=O)c1ccc([N+](=O)[O-])cc1Cl)C(=O)N1CCN(C/C=C/c2ccccc2)CC1,-3,7,2,15,7,3,-3,i,1
COP(=O)(OC)c1nc(-c2cccc3ccccc23)oc1NCCc1ccccc1,-6,0,-4,27,6,15,-2,x,-9
Cn1c(=O)c2c(-c3ccccc3)n(-c3cc([N+](=O)[O-])ccc3N)cc2n(C)c1=O,-5,0,-6,2,-1,-3,-12,i,-2
O=S1(=O)N=C(N2CCOCC2)c2ccccc21,-13,0,-6,1,-10,-7,10,i,0
COc1ccc(Oc2cc(C(F)(F)F)cnc2C(N)=O)cc1,-6,2,-4,-8,13,13,1,i,1
CN(C)c1ccc(C2OC(=O)C(C)(C)C(=O)C2(C)C)cc1 (centres undefined),-10,1,2,-4,25,-6,-5,i,1
Cc1cccc(S(=O)(=O)c2c(N)n(/N=C/c3ccco3)c3nc4ccccc4nc23)c1,-2,0,-16,39,18,-106,-20,x,-1
Brc1ccc(-c2noc(-c3ccccn3)n2)o1,-2,-1,-7,-4,66*,-1,-4,i,-2
CCOC(=O)c1cnn(C)c1NC(=O)c1ccc([N+](=O)[O-])cc1,-1,4,-4,-2,6,8,1,i,-2

# At a glance, part of the list above:
SMILES,MsrA act,Rin1-Abl PPI inh,eLon inh,FAS-TE inh,SKN-1 inh,NRP1-CendR mod,PABP1 MLLE inh,Neddyl block,MT1-MMP act inh
O=C(Nc1ccc(F)cc1)C(NC1CCCCC1)c1ccccc1 (centres undefined),-2,-1,-5,2,4,-7,-2,i,4
Cc1ccc(CNC(=O)CNC(=O)[C@@H]2Cc3ccccc3CN2C(=O)OC(C)(C)C)cc1,1,1,2,-4,13,9,-5,i,-5
NC1=NN=C(N2N=C(c3ccco3)CC2(O)C(F)(F)F)n2ncnc2C1 (centres undefined),-10,0,6,-11,-2,0,4,i,0
CCn1ncc(S(=O)(=O)N2CCN(c3cccc(OC)c3)CC2)c1C,-4,1,-3,6,6,9,12,i,-1
CN(c1ccc(C(=O)N/N=C/c2cccc([N+](=O)[O-])c2)cc1)S(=O)(=O)c1ccccc1,-1,-1,0,14,6,-12,3,i,3
COc1ccc(OCC(=O)NNC(=O)C(=O)Nc2ccccc2)cc1,-4,1,1,-3,-7,-9,0,i,-1
O=C1N[C@H](Cc2ccccc2)COC(=O)[C@H](Cc2ccc(F)cc2)C/C=C\C[C@@H]1CC(=O)N(CCO)Cc1ccccc1,3,4,-8,22,-4,12,-2,i,-7
CC(C)[C@H](NC(=O)c1ccc([N+](=O)[O-])cc1Cl)C(=O)N1CCN(C/C=C/c2ccccc2)CC1,-3,7,2,15,7,3,-3,i,1
COP(=O)(OC)c1nc(-c2cccc3ccccc23)oc1NCCc1ccccc1,-6,0,-4,27,6,15,-2,x,-9
Cn1c(=O)c2c(-c3ccccc3)n(-c3cc([N+](=O)[O-])ccc3N)cc2n(C)c1=O,-5,0,-6,2,-1,-3,-12,i,-2
O=S1(=O)N=C(N2CCOCC2)c2ccccc21,-13,0,-6,1,-10,-7,10,i,0
COc1ccc(Oc2cc(C(F)(F)F)cnc2C(N)=O)cc1,-6,2,-4,-8,13,13,1,i,1
CN(C)c1ccc(C2OC(=O)C(C)(C)C(=O)C2(C)C)cc1 (centres undefined),-10,1,2,-4,25,-6,-5,i,1
Cc1cccc(S(=O)(=O)c2c(N)n(/N=C/c3ccco3)c3nc4ccccc4nc23)c1,-2,0,-16,39,18,-106,-20,x,-1
Brc1ccc(-c2noc(-c3ccccn3)n2)o1,-2,-1,-7,-4,66*,-1,-4,i,-2
CCOC(=O)c1cnn(C)c1NC(=O)c1ccc([N+](=O)[O-])cc1,-1,4,-4,-2,6,8,1,i,-2

# Next section:
SMILES,MsrA act,Rin1-Abl PPI inh,eLon inh,FAS-TE inh,SKN-1 inh,NRP1-CendR mod,PABP1 MLLE inh,Neddyl block,MT1-MMP act inh
Cc1noc(C)c1COc1ccc(C(=O)Nc2ncccc2O)cc1,1,-1,-3,-10,17,8,5,i,9
CCc1ccc(-c2nc(NC(=S)NC(=O)c3cccs3)sc2C)cc1,1,2,-7,-2,-1,-6,2,i,0
CCc1cccc2c(-c3csc(=NC)n3C)c[nH]c12,-10,1,6,-1,13,-11,-18,i,0
O=C(COC(=O)c1cc(Br)c(Br)s1)NCCC1=CCCCC1,-3,2,6,-5,2,16,3,i,1
Cn1c(CSc2ncccn2)nnc1SCC(=O)N1CCCc2ccccc21,-1,1,3,-8,14,7,2,i,6
C/C(Cl)=C/Cc1c(C)[nH]c2ccc(C)cc2c1=O,0,2,-2,-5,-4,21,7,i,2
COc1ccc(OCC(=O)Nc2ccc(S(=O)(=O)N3CCCC3)cc2)cc1,-10,2,-2,7,-8,0,-8,i,4
CCOc1ccc(-c2csc(/C(C#N)=C\c3ccc(O)c([N+](=O)[O-])c3)n2)cc1,-4,2,-2,72*,7,-43,-25,i,-2
O=C(O)c1ccc(-n2ccnc2)c([N+](=O)[O-])c1,-2,4,-3,-5,16,12,13,i,-2
O=C(NNC(=O)c1ccccc1O)c1ccc(Cl)cc1,-4,-1,2,3,-22,3,1,i,10
O=C(NCc1ccco1)/C(=C\c1cccc([N+](=O)[O-])c1)NC(=O)c1ccco1,6,2,-7,51*,22,-3,-17,i,-1
CCN(C(=O)CN1C(=O)/C(=C/c2ccccc2F)SC1=S)C1CCS(=O)(=O)C1 (centres undefined),-4,-2,4,0,-7,-1,32,i,4
CCC(=NCc1ccc(Cl)c(Cl)c1)c1nc(-c2ccco2)oc1O,-3,-2,4,31,5,1,21,i,3
Cc1cc(C)cc(NC(=O)CCCSc2nc3ccccc3[nH]2)c1,-2,0,-2,-1,-4,6,-14,i,4
COc1ccc(CNC(=O)CSc2nnc(C3CC3)n2C2CC2)cc1,-2,5,-9,-3,16,-10,1,i,2
CCOc1nc(N=C(N)N)nc2c(C)cccc12,0,-10,-11,-14,-4,13,-12,x,-10
NC(=S)Nn1c(CCC(=O)O)ccc1-c1ccccc1,-14,3,-1,-7,-9,-1,-1,i,0
CC(C)(C)NC(=O)CSc1nsc(SCC(=O)NC(C)(C)C)c1C#N,-12,-2,3,-10,-1,3,3,i,14
Cn1cccc1/C=N/NC(=O)c1cccc(OC(F)(F)C(F)F)c1,-1,0,0,-3,8,-6,0,i,7
COC(/C=C/Nc1ccc(C)c(C)c1)=C(C#N)C#N,-3,0,0,-5,6,-11,-5,i,-7
CCCn1nc2cc(C(=O)NCCc3cccs3)ccc2c1OCC,-3,2,-2,-8,12,5,14,x,3
Cc1cc(=O)oc2cc(OCC(=O)NCC3CCCO3)ccc12 (centres undefined),-3,2,12,-2,2,-5,17,i,-2
Clc1ccc(-c2noc(CN3CCN(c4ccccc4)CC3)n2)cc1,1,0,7,20,15,-2,6,i,1
Cc1nnc(NC(=O)CCn2c(=O)oc3ccccc32)s1,-2,4,-4,-1,16,0,-7,i,5
CS(=O)(=O)N(CC(=O)NCCSCc1c(F)cccc1Cl)c1ccc2c(c1)OCO2,0,1,6,5,27,3,9,i,3
Cc1cc(N2CCN(S(=O)(=O)c3ccc(Cl)cc3)CC2)c2ccccc2n1,-9,1,0,26,3,-4,-6,i,-5
CCOC(=O)CSc1n[nH]c(=S)s1,-1,2,9,-6,-4,-7,-49,i,4
COc1ccc(NC2CCCN(C(=O)c3ccc(C)c(N4CCNC4=O)c3)C2)cc1 (centres undefined),-3,1,4,-5,2,17,-22,i,-1
